Menin MLL FP TR – qHTS Assay for Inhibitors Targeting the Menin-MLL Interaction in MLL Related Leukemias: Competition With Texas Red Labeled MLL-derived Mutant Peptide; Menin + Texas Red MLL mutant peptide, fluorescence polarization; Potency, µM (doses to about 61.6 µM), for inactives: at the top dose FP activity change, negative = inhibition, most hits filed as inhibitors; 270,000 compounds, 0.23% hits; active means well fitted inhibition curve with a large enough effect in the polarisation, with a control signal flat, not every such curve was filed as active; inconclusive means small, poorly fitted or top-dose-only effect, or effect the other way, or a change in a side signal; inactive means no such curve, though single readings can be large or run the other way; the % refers to the polarisation; further: potency means the concentration at half of the fitted maximal effect; % of control where 0% means no effect; many of its hits are not listed in these tables
ASM inhibitor – Inhibitors of Secretory Acid Sphingomyelinase (S-ASM): qHTS; Sphingomyelin phosphodiesterase (Homo sapiens), P17405; placental ASM, HMU-PC fluorogenic substrate, 60 min; Potency, µM (series often up to 57.5 µM), inactives show at the highest dose activity change, negative = inhibition, hits mostly inhibitors; 340,000 compounds, 0.006% hits; AID 504937, 2011; further: potency means the concentration at half of the fitted maximal effect
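Human placenta-derived ASM preincubated with compound 10 min at room temperature, then reacted with 9 uM (final) fluorogenic HMU-PC substrate for 60 min at 37 C. Stop solution raises pH to 10; fluorescence read at Ex 386/Em 447 nm.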
GALK inhibitor – qHTS Assay for Inhibitors of Human Galactokinase (GALK); P51570; Purified GALK, Kinase-Glo residual ATP luminescence; Potency, µM (doses to about 57.5 µM), for inactives: at the highest dose activity change, negative = inhibition, usual class: inhibitors; 270,000 compounds, 0.007% hits; AID 1868, 2009; further: potency means the concentration at half of the fitted maximal effect; on the % scale 0 is the no-effect control and ±100 the full control effect
Target sequence (P51570 whole entry, looked up): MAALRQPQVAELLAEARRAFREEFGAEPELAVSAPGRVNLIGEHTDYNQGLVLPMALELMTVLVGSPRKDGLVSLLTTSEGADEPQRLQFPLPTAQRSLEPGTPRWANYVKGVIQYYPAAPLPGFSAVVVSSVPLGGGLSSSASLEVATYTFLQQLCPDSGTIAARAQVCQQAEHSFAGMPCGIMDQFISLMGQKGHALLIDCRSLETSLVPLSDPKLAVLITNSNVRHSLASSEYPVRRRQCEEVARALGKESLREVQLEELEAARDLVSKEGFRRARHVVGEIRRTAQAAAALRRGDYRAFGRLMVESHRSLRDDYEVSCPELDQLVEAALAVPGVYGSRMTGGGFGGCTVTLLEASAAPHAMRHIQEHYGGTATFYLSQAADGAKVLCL
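Galactose (100 uM) and ATP (35 uM) were turned over by 5 nM GALK for 1 h at RT. Kinase-Glo Plus then converted the remaining ATP into a luminescent signal.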
Mito fusion act – qHTS Assay for Small Molecule Inhibitors of Mitochondrial Division or Activators of Mitochondrial Fusion | S. cerevisiae fusion-defective mutant growth rescue, CellTiterGlo 48 h | AID 485298, 2010 | Potency, µM (top dose mostly 46.1 µM), for the others: top-dose growth rescue (activation), most hits filed as activators | 320,000 compounds, 0.23% hits;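 further: potency means the concentration at half of the fitted maximal effect; % of control where 0% means no effect; nearly all actives have a fitted effect of over 45% in size; temperature-sensitive fusion mutants such as fzo1-1 at 37 °C on non-fermentable ethanol glycerol medium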
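Growth-rescue viability read-out: after 48 h at the non-permissive 37C in glycerol/ethanol YPEG, yeast mitochondrial fusion mutants are measured by CellTiterGlo luminescence; compounds (23 nl pinned per well) restoring growth score as division inhibitors or fusion activators.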
TSHR antag – Antagonists of the Thyroid Stimulating Hormone Receptor: HTS campaign; TSHR-expressing cells, TSH-stimulated cAMP HTRF, 2 h; hits give low values; Thyrotropin receptor (Homo sapiens), P16473; activity change, negative = inhibition, % at 11.5 µM; 330,000 compounds, 0.2% hits;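 active means activity change below a set negative limit, meaning inhibition stronger than a set level, cut at about -70% in these data; inconclusive means activity change between two set negative limits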; further: on the % scale 0 is the no-effect control and ±100 the full control effect
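TSHR-expressing cells, 200/well, pre-treated with compound, then stimulated with EC80 TSH (4nM final) for 2 hours at 37 deg C. cAMP measured by competitive HTRF: anti-cAMP cryptate antibody in lysis buffer plus cAMP-d2, read after 30 minutes at room temperature.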
USP2a block – qHTS Assay for Inhibitors of Ubiquitin-specific Protease USP2a Using CHOP2 as the Reporter; Potency, µM (titrated, usually from 38.3 µM), for inactives: at the highest dose activity change, negative = inhibition, most hits filed as inhibitors; Ubiquitin carboxyl-terminal hydrolase 2 (Homo sapiens), O75604; USP2 core, Ub-CHOP2 coupled fluorogenic reporter, 485/531; AID 463254, 2010; 330,000 compounds, 0.01% hits;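 further: potency means the concentration at half of the fitted maximal effect; plate controls were DMSO wells for no effect and full inhibition by NEM control for full effect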
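Cell-free coupled assay: 10nM USP2 core preincubated 30min RT with compound in Tris-HCl pH 8.0/CaCl2/CHAPS buffer, then 25nM Ub-CHOP2 and 25nM reporter substrate; fluorescence (Ex 485/Em 531) read after 60min RT, normalized to NEM inhibition, concentration-response curves fitted.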
BCR signal inh – qHTS Assay to Find Inhibitors of Chronic Active B-Cell Receptor Signaling. 340,000 compounds, 0.05% hits. AID 493014, 2011. Potency, µM (titrated, usually from 46.1 µM), for the others: at the highest dose ratio change, negative = lower green/red ratio, hits mostly inhibitors. ABC-DLBCL IkBa-CBG/CBR reporter, luminescence ratio, 4 h; active means well fitted inhibition curve with a large enough effect in the signal ratio, with a control signal flat, not every such curve was filed as active; inconclusive means small, poorly fitted or top-dose-only effect, or effect the other way, or a change in a side signal; the % refers to the signal ratio;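 further: potency means the concentration at half of the fitted maximal effect; plate controls were basal doxycycline-induced cells for no effect and cells given 10 µM MG132 for full effect; MG132 reads +100%, hits lower the ratio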
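Compounds up to 46 uM were incubated four hours with TMD8 cells whose green CBG68 luciferase is fused to IkappaBalpha; red CBR luminescence normalised the signal, and concentration-effect curves were fitted to fusion, red and ratio data.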
MBNL1 CUG block – qHTS Assay for Inhibitors of MBNL1-poly(CUG) RNA binding; Muscleblind-like protein 1 (Homo sapiens), Q9NR56; TR-FRET MBNL1-His/biotin-(CUG)12 binding, 665/545 ratio; Potency, µM (highest dose often 57.5 µM), without a hit: at the highest dose activity change, negative = inhibition, hits mostly inhibitors; 280,000 compounds, 0.036% hits; AID 2675, 2010; active means well fitted inhibition curve with a large enough effect in the signal ratio, with a control signal flat, not every such curve was filed as active; inconclusive means small, poorly fitted or top-dose-only effect, or effect the other way, or a change in a side signal; inactive means no such curve, though single readings can be large or run the other way; the % refers to the signal ratio; further: potency means the concentration at half of the fitted maximal effect; on the % scale 0 is the no-effect control and ±100 the full control effect
Target sequence (Q9NR56 whole entry, looked up): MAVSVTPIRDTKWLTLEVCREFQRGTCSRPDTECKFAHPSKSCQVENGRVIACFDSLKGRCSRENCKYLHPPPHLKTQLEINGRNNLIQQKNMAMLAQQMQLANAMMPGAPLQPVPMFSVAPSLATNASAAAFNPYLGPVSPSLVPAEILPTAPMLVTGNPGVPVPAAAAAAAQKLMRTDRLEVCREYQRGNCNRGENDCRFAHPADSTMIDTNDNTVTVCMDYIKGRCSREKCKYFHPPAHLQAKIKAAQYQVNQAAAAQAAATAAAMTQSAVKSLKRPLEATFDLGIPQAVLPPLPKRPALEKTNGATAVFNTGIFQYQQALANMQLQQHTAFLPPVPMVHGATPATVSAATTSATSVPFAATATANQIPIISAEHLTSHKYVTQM
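Compound titration spanned 92 nM–58 uM against the MBNL1-His/biotin-(CUG)12 complex. After 60 min at room temperature with 5 nM streptavidin-XL665 and 0.055 ng/ul terbium anti-His, ratiometric 665/545 nm emission (Ex 340 nm) normalized to controls.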
Eya2 phos inh – qHTS Assay for Inhibitors of the Phosphatase Activity of Eya2 | recombinant Eya2, OMFP fluorescence dephosphorylation (OMFP is methylfluorescein phosphate) | Potency, µM (top dose mostly 76.9 µM), for the others: top-dose activity, negative = inhibition, hits mostly inhibitors | 330,000 compounds, 0.006% hits | AID 488837, 2010; further: potency means the concentration at half of the fitted maximal effect; on the % scale 0 is the no-effect control and ±100 the full control effect
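Eya2 protein (added as 0.2 uM solution) was preincubated with compound for 10 min at ambient temperature in 50 mM HEPES pH 7.5, 50 mM NaCl, 5 uM MgCl2, 0.05% BSA, 1 mM DTT. OMFP (added at 50 uM) then reacted 10 min; fluorescence read at 485/525 nm.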
hERG WT inh – qHTS for Inhibitors of KCHN2 3.1: Wildtype qHTS; Voltage-gated inwardly rectifying potassium channel KCNH2 (Homo sapiens), Q12809; U2OS, BacMam KCNH2, thallium flux FluxOr; hits give low values; activity change, % at 1.84 µM; 340,000 compounds, 0.37% hits;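 active means maximum activity change below -70%; inconclusive means maximum activity change between -70% and -50%; inactive means maximum activity change above -50%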; further: on the % scale 0 is the no-effect control and ±100 the full control effect
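U2OS cells were transduced with wild-type KCNH2 virus (2.03 x 10^8 / mL) for 4 h at room temperature, then cultured overnight at 37 C. Thallium flux was read with FluxOr dye. Rate constants were normalized to DMSO controls.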
PKM2 act – qHTS Assay for Activators of Human Muscle isoform 2 Pyruvate Kinase; purified PKM2, Kinase-Glo ATP luminescence, activation; response scale: 0% is enzyme alone, no compound; Potency, µM (doses to about 57.5 µM), inactives show top-dose activation, hits mostly activators; Pyruvate kinase PKM (Homo sapiens), P14618; 260,000 compounds, 0.34% hits; AID 1631, 2009; further: potency means the concentration at half of the fitted maximal effect; on the % scale 0 is the no-effect control and ±100 the full control effect; nearly all actives have a fitted effect of over 55% in size
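ATP formation by purified human PK-M2, quantified via coupled luciferase luminescence after 1 h at room temperature with 0.1 mM ADP and 0.5 mM PEP final.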
* = called active by the depositor; i = inactive; ? = inconclusive; · = not tested or not shown; & = joins results of further samples; [ ] = another dose, or the depositor's remark. Unless noted, the call rests on the fitted dose curve; in most records, active means well fitted curve in the direction sought with a large enough effect; inconclusive means small, poorly fitted or top-dose-only effect, or another doubt; inactive means no such curve, though single readings can be large; an effect the other way counts as inactive or inconclusive. Some of the compounds tested (hit frequency here may not be typical).

SMILES	Menin MLL FP TR	ASM inhibitor	GALK inhibitor	Mito fusion act	TSHR antag	USP2a block	BCR signal inh	MBNL1 CUG block	Eya2 phos inh	hERG WT inh	PKM2 act
Cc1cnc(C(=O)OCC(=O)Nc2ccc(Cl)cc2)cn1	-15%	3%	2%	2%	-6	0%	-10%	-4%	-4%	5	0%
c1cc2ccc3ccc(CN4CCOCC4)c4ccc(c1)c2c34	-2%	-1%	3%	-4%	-1	-4%	?	7%	20%	2	1%
O=c1oc2ccccc2c(NCCc2ccccc2)c1[N+](=O)[O-]	-12%	-1%	-1%	5%	-9	6%	0%	·	1%	-5	3%
Cc1cccc2cc(C#N)c(NCCNS(=O)(=O)c3ccc4c(c3)OCCO4)nc12	1%	432%[activator]	1%	20%	-9	-6%	?	3%	-6%	33	?
O=C(COc1ccc(-c2nnco2)cc1)NC1CCS(=O)(=O)C1 (stereo unspecified)	·	8%	·	·	23	7%	-9%	·	11%	-7	·
CCc1ccc(NC(=O)c2ccc(Cn3cc([N+](=O)[O-])cn3)cc2)cc1	?	-8%	-1%	-2%	17	0%	?	6%	-5%	3	4%
Cc1ccc(N=Cc2c(O)n(-c3nccs3)c(=O)c3ccccc23)cc1	-2%	-11%	0%	5%	27	0%	3%	-16%	-4%	12	-16%
O=C(O)c1cccc(NC(=O)c2cccc(S(=O)(=O)N3CCc4ccccc43)c2)c1	27%	1%	4%	0%	8	-1%	?	2%	-1%	5	·
CCN1CCN(C(=O)CCc2nnc3ccc(N4CCC5(CC4)OCCO5)nn23)CC1	-11%	5%	0%	0%	19	3%	0%	10%	6%	-16	-2%
Cc1cc(OCc2nc(-c3ccncc3)no2)cc(C)c1Cl	7%	-1%	3%	-2%	-1	1%	7%	-1%	-3%	i	4%
C=CCNc1nc(N)c(C(=C(C#N)C#N)c2ccccc2)s1	-7%	·	1%	1%	-11	1%	4%	8%	2%	-5	-1%
O=C(CN1C(=O)c2ccccc2C1=O)NCc1ccc(F)cc1	1%	-3%	-2%	4%	-45	3%	0%	2%	-10%	-3	3%
CN(C)c1nc(Oc2ccc(/C=N/O)cc2)nc(N(C)C)n1	-17%	0%	8%	7%	-5	-3%	-3%	-3%	-8%	8	0%
Cn1ncc(Br)c1C(=O)NC(=S)N1CCN(c2ccccn2)CC1	-8%	3%	2%	4%	-2	-1%	-1%	-20%	7%	8	-6%
Cc1ccc(C)c(N(C(=O)Cn2nnc(-c3cccs3)n2)C(C(=O)NC2CC2)c2ccc(C)o2)c1 (stereo unspecified)	-4%	0%	-3%	1%	-1	1%	?	0%	-5%	-10	-10%
CCOC(=O)CSc1ccc(-c2nc3cc(C)c(C)cc3[nH]2)cn1	7%	-21%	2%	-2%	-8	0%	-11%	45%[activator]	16%	4	-6%
CC1=C(C(=O)OC2CCCCC2)C(c2ccco2)n2ncnc2N1 (stereo unspecified)	-11%[11.7 µM]	188%[activator]	0%	6%	-9	0%	-1%	3%	8%	0	-17%
C/C(CC(=O)NCCc1ccccc1)=N\NC(=O)COc1ccc(Br)cc1	·	2%	-3%	-6%	11	3%	0%	1%	-6%	7	·
COC(=O)N/N=C\c1cc(Br)ccc1OCc1ccccc1	-9%	-13%	-2%	28%	65	?	-3%	-4%	-7%	48	5%
Cn1c(-c2ccc(C(C)(C)C)cc2)n[nH]c1=S	-17%	-1%	2%	5%	-7	3%	?	4%	8%	1	-10%
CC(C)c1ccc(N2CCN(C(=O)c3ccccc3NC(=O)/C=C(\C(=O)O)c3ccccc3)CC2)cc1	-1%	·	-3%	-3%	-6	-2%	?	-1%	-29%	·	2%
O=S(=O)(c1ccccc1)N1CCCC1c1cccs1 (stereo unspecified)	·	3%	·	-5%	-7	-1%	4%	-11%	-3%	-3	1%
Cc1cccc(OCC(=O)N/N=C/c2sc(=O)n(Cc3cccc(C(=O)O)c3)c2Cl)c1	·	-5%	3%	7%	-4	1%	?	·	24%	7	0%
O=C(COc1coc(CN2CCN(c3ccccc3F)CC2)cc1=O)NCC1CCCO1 (stereo unspecified)	·	0%	·	1%	7	1%	1%	·	10%	6	·
O=C(O)CCCC(=O)N1CCN(c2nc(-c3ccccc3Cl)c3cc(Br)ccc3n2)CC1	-2%	88%[activator]	-2%	-38%[inhibitor]	-29	-2%	-8%	79%[activator]	-28%	-2	·
CCOc1ccccc1OCCCC(=O)NNC(=O)c1nn(C)c(=O)c2ccccc12	·	-2%	·	1%	17	2%	0%	·	-14%	10	·
CCOC(=O)C(NC(=O)CC(C)C)(Nc1cc(C)on1)C(F)(F)F (stereo unspecified)	-7%	-2%	-2%	-1%	-1	2%	-5%	1%	7%	10	1%
Cc1ccc(/C=C/C(=O)NCCCc2ccccc2)cc1	-9%	-1%	1%	-1%	-13	0%	11%	13%	1%	-6	-8%
N=C1c2ccccc2CN1c1ccc(N2CCOCC2)c(S(=O)(=O)Nc2ccc(Cl)cc2)c1	·	·	8%	9%	2	-3%	·	·	5%	·	-9%
CC(C)c1nc2sc3c(c2c(=O)n1N)CC(C)(C)OC3	0%	1%	11%	17%	3	3%	-15%	·	8%	-2	0%
CCc1nnc(NS(=O)(=O)c2ccc(NC(=O)/C=C/c3ccc(OC)cc3OC)cc2)s1	?	14%	0%	-3%	6	2%	?	17%	0%	1	1%
COc1cc(OC)cc(C(=O)Nc2cccc(-c3ccc(N4CCOCC4)nn3)c2)c1	·	-4%	·	-7%	3	0%	-10%	·	-13%	7	·
COC(=O)c1sc(NC(=O)c2csc3c2CCCC3)nc1C	12%	-13%	1%	7%	-13	-2%	?	6%	-20%	-16	-1%
O=C(c1ccc(F)cc1F)N1CCCN(c2nc(-c3ccccc3)ns2)CC1	·	-6%	·	11%	-10	-2%	-1%	1%	-11%	-7	1%
O=C(Nc1cccc(S(=O)(=O)NC2=NCCC2)c1)c1ccc(=O)[nH]c1	·	2%	·	-3%	9	0%	?	·	0%	-2	·
COc1ccc(C(=O)N[C@H](C(=O)OCc2cc(=O)oc3cc(C)ccc23)C(C)C)cc1	-21%	-4%	2%	9%	12	-2%	-4%	·	-25%	-5	-10%
O=C(O)CN1CCN(Cc2ccccc2)C1=O	-1%	4%	3%	2%	3	2%	-3%	5%	-16%	7	-8%
CCCCN(C(=O)c1ccc(N(C)S(=O)(=O)c2ccc(C)cc2)cc1)c1c(N)n(CCCC)c(=O)[nH]c1=O	·	13%	·	-2%	-6	-1%	1%	·	-7%	1	·
CC(C)(C)c1ccc(C(=O)NCc2nnc(SCC(=O)NC3CCCCC3)o2)cc1	·	-3%	-2%	-4%	5	2%	?	-9%	1%	-13	3%
Cc1ccccc1N=Nc1c(C)[nH]n(C(N)=S)c1=O	14%	-7%	0%	6%	-9	-1%	?	·	-15%	2	5%
CCOC(=O)c1c(O)cc(C)[nH]c1=O	·	3%	0%	6%&-3%	-2&33	0%&0%	?	1%&-9%	-20%&11%	5	0%&-9%
CCC(=O)Nc1nc(-c2ccccc2)ns1	0%	-6%	-4%	3%	-1	-1%	?	?	-4%	-3	2%
CC1CCc2c(sc3ncnc(SCC(=O)N(C)C4CCS(=O)(=O)C4)c23)C1 (stereo unspecified)	·	2%	·	·	-4	3%	-4%	·	6%	17	·
